FBW7 activator: activators of human E3 ligase FBW7; Q969H0; AlphaScreen FBW7–phospho-cyclin E peptide binding, activator screen; normalized activity (activation), % at 26.1 µM; actives 0.13% (n = 650,000); AID 1259310; in the data active = normalized activity above about 1.9%;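 note: purified mutant Fbw7 with reduced substrate affinity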
MITF primary: blocks human microphthalmia-associated transcription factor; O75030; AlphaScreen MITF homodimerization, bead proximity signal; inhibition, % at 2.6 µM; actives 0.91% (n = 650,000); AID 1259374; in the data active = inhibition above about 50%;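 note: 0% = vehicle wells with protein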
Target sequence (O75030 whole entry, looked up): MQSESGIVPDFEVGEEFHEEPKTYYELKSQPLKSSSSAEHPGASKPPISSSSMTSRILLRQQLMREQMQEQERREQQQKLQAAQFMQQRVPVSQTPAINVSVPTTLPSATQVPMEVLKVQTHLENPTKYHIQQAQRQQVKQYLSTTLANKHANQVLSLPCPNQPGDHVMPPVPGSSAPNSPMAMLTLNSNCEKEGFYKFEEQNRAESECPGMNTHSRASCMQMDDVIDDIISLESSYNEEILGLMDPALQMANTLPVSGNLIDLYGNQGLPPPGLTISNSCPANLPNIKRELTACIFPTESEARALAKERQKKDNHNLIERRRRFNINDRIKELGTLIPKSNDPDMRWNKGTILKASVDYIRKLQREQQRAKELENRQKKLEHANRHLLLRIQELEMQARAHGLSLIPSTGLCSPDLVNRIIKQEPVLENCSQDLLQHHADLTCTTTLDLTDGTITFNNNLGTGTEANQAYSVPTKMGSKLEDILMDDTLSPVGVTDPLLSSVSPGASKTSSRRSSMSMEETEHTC
GPR151 ag: activates the human receptor GPR151; PathHunter beta-arrestin GPR151 cells, luminescence; Q8TDV0; actives 1% (n = 650,000); AID 1508602; activation, % at 11.2 µM; in the data active = activation above about 4.9%;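 note: 0% = median of compound wells and 100% = cells with positive control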
Target sequence (Q8TDV0 whole entry, looked up): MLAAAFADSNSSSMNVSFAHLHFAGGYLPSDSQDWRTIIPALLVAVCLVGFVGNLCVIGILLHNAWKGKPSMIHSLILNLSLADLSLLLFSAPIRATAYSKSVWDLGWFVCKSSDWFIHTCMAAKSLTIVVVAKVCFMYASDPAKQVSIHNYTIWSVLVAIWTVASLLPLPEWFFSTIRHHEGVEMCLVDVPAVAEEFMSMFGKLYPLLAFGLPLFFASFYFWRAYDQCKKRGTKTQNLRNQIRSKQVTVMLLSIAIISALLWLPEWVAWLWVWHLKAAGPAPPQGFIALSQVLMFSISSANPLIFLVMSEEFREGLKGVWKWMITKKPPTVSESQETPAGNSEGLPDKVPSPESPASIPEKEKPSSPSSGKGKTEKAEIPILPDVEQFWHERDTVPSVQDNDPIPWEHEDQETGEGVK
TEAD-YAP block: TEAD-YAP interaction inhibition. HEK-TIYL cells, TEAD-Gal4/YAP UAS-luciferase luminescence. inhibition, % at 9.12 µM. actives 1.4% (n = 640,000); in the data active = inhibition above about 32%;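 note: 0% = median of test compound wells and 100% = reference inhibitor wells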
Active calls of the source: *; i = inactive.

smiles,GPR151 ag,FBW7 activator,MITF primary,TEAD-YAP block
NCCCNc1c(Cl)cccc1[N+](=O)[O-],-0.5,0.1,16,-2
Cc1ccc(N2CC(=O)N(NC(=O)c3sc4nc(C)cc(C)c4c3N)CC2=O)cc1,0.9,0.0,-3,1
O=C(Nc1ncn[nH]1)c1cccc([N+](=O)[O-])c1,1.7,0.0,2,2
Cc1ccc(NC(=O)CCC(=O)N/N=C2\CCCCC2C)cc1 (stereo not drawn),0.3,-0.1,5,8
CCOc1ccc(CNC(=O)c2cc3c(=O)n(C)c4ccccc4c3s2)cc1,-0.9,0.1,12,14
CCCCNC(=O)C1CCC(CN(Cc2c(Cl)cccc2Cl)S(=O)(=O)c2ccc(Br)cc2)CC1 (stereo not drawn),0.4,0.0,-2,-1
CC(CC(=O)Nc1nccs1)c1ccccc1 (stereo not drawn),0.3,0.0,6,-2
Cc1c(C(=O)N2CCC3(CC2)CC(O)(c2ccc(F)cc2)CO3)oc2ccccc12 (stereo not drawn),0.3,0.5,13,7
Fc1ccc(C2=NN3C(C2)c2cc(Cl)ccc2OC32CCCCC2)cc1 (stereo not drawn),-0.8,0.0,15,-53
CC(=O)Nc1cccc(Oc2nc(C)nc3sc4c(c23)CCCC4)c1,1.2,0.0,2,-7
O=C(CCCc1nc2ccccc2c(=O)[nH]1)NCc1ccc(F)cc1,0.5,0.1,12,2
COC(=O)C1=CN(CC2CCCO2)C=C(C(=O)OC)C1c1ccccc1 (stereo not drawn),0.6,0.3,2,-2
CCCCC(CC)C(=O)NNC(=O)c1ccccc1C (stereo not drawn),-2.3,0.7,-6,-9
CC(CCc1ccco1)NC(=O)c1ncoc1-c1ccc2ccccc2c1 (stereo not drawn),0.0,-0.1,2,2
O=C(Nc1ccc(C(=O)O)cc1)Nc1ccc([N+](=O)[O-])cc1,-1.3,-0.3,-9,-4
CC1=CC(C)(C)NC(=S)N1C(C)c1ccccc1 (stereo not drawn),-0.8,0.3,12,14
Cc1cc(C)n2c(=O)c3cc([N+](=O)[O-])ccc3nc2c1C(N)=O,1.4,0.4,4,4
COC(=O)c1c(NC(=O)c2ccc(OC)c(OC)c2)sc2c1C(C(=O)OC)CC2 (stereo not drawn),1.5,0.0,1,5
COCCNC(=O)/C(C#N)=C/c1cn(C)c2ccccc12,-0.5,0.1,-4,-6
Cn1ncc2c(Nc3ccc(F)cc3)nc(NC3CCCC3)nc21,2.3,0.1,13,9
Cn1c(N/N=C\c2cccc(O)c2)cc(=O)n(C)c1=O,3.4,0.0,4,9
COc1ccc(OCC(=O)OCC(=O)/C=C2/N(C)c3ccccc3C2(C)C)cc1,-0.8,-0.1,-7,-4
CC(Sc1nnc(NCc2ccccc2)s1)C(=O)NCc1ccco1 (stereo not drawn),1.1,0.0,-10,-7
Cc1cccc(N2CC(O)(c3cccs3)[N+]3=C2SCCC3)c1 (stereo not drawn),-1.7,0.0,-2,-6
CC(C)=C1C2C=CC1C1C(=O)N(c3ccc(Br)cc3[N+](=O)[O-])C(=O)C21 (stereo not drawn),2.0,-0.2,-2,4
Nc1ccc2c(c1)OCCOCCOc1ccc(N)cc1OCCO2,-1.0,-0.2,28,1
Cc1ccc(N2CC(C(=O)Oc3ccc([N+](=O)[O-])cc3)CC2=O)cc1C (stereo not drawn),-1.5,-0.1,2,-7
C=CCn1c(=NC(=O)c2ccc([N+](=O)[O-])o2)sc2cccc(OC)c21,0.5,0.2,8,0
CCC(=O)N(CCC1(Cc2ccccc2)CCOC(C)(C)C1)Cc1ccc(OC)cc1 (stereo not drawn),0.0,-0.2,-1,2
C=CCSC1=C(C#N)C2(CCCCC2)C(C#N)=C(N)N1,0.4,-0.1,5,2
O=C1OC(c2ccccc2Cl)=N/C1=C\c1ccc(OCc2ccccc2)cc1,0.6,-0.1,-2,-5
Cc1ccc(/C=C2\N=C(c3cccc([N+](=O)[O-])c3)OC2=O)o1,0.1,-0.1,5,-1
Cc1ccc(OC(=O)N2CCN3C(=O)[C@@H](CC(C)C)NC(=O)[C@H]3C2)cc1,0.5,0.0,9,-2
c1ccc(CN2CCC(Nc3ccnc(N4CCOCC4)n3)CC2)cc1,-0.1,-0.2,-3,-7
CCCCCCOc1ccc(NC(=O)/C(=C/c2ccc(C)cc2)NC(=O)c2ccc(CCCC)cc2)cc1,0.9,-0.1,1,7
COc1ccc(C(=O)C[n+]2c(N)n(N)c3ccccc32)cc1,0.4,-0.1,9,-3
CS(=O)(=O)N(CC(=O)Nc1ccc(F)cc1F)c1cccc([N+](=O)[O-])c1,-0.1,0.2,12,2
CCN1C(=O)/C(=c2\sc3nc4ccccc4n3c2=O)c2ccccc21,2.6,-0.8,7,-5
O=C1C=C(N2CCCCCC2)C2(CCCCC2)O1,1.0,0.1,8,26
CC(=O)N1c2ccccc2S(=O)(=O)c2cc(OC(=O)c3ccccc3)ccc21,2.8,-0.1,-6,2

Only TEAD-YAP block, MITF primary and FBW7 activator (two entries from above):
structure	TEAD-YAP block	MITF primary	FBW7 activator
CC(=O)N1c2ccccc2S(=O)(=O)c2cc(OC(=O)c3ccccc3)ccc21	2	-6	-0.1
CCCCCCOc1ccc(NC(=O)/C(=C/c2ccc(C)cc2)NC(=O)c2ccc(CCCC)cc2)cc1	7	1	-0.1

(more compounds)
smiles,GPR151 ag,FBW7 activator,MITF primary,TEAD-YAP block
COc1ccccc1-n1cnc2cc(NC(=O)c3cccc(C)c3)ccc21,-1.3,-0.1,-1,0
Cc1nc(NC(=O)CSc2nnc(N)s2)c(Cl)cc1Cl,0.6,0.0,8,3
COc1ccc(C2CC(=O)C3=C(C2)Nc2ccccc2NC3c2ccc(NC(C)=O)cc2)cc1 (stereo not drawn),-0.3,-0.1,-4,0
COc1cccc(C(=O)Nc2ccc(NC(=O)c3cccc(OC)c3OC)cc2)c1OC,-0.7,0.1,-11,-13
CCCCOc1ccc(C(=O)Nc2c(C(N)=O)oc3ccccc23)cc1,-1.8,0.2,8,4
OCCn1c(-c2ccc(F)cc2)csc1=Nc1cccc(C(F)(F)F)c1,0.3,-0.1,0,-13
O=C1Cc2cc(S(=O)(=O)NCc3ccccc3Cl)cc3c2N1CCC3,2.0,0.0,-15,-3
Cc1csc(NC(=O)CSc2nnc3c4c(C)c(C)sc4nc(C(C)C)n23)n1,-0.2,0.9,1,2
Cc1cc(C)n2nc(SC(C(=O)NC(N)=O)C(C)C)nc2n1 (stereo not drawn),1.8,-0.1,-6,1
CC1(C(=O)O)CCC(C(=O)N2CCOCC2)C1(C)C (stereo not drawn),0.3,0.1,13,-1
N#Cc1c2n(c3c(Cl)ncnc13)CCCCC2,-0.4,0.1,5,10
Cc1[nH]n(-c2cccc(Cl)c2)c(=O)c1C=Nc1cc(Cl)ccc1O,1.5,-0.1,-6,11
COc1ccc(C2NC(=O)NC(C)=C2C(=O)OC2CCCC(C)C2)cc1Br (stereo not drawn),-0.8,0.0,2,-8
COc1ccccc1CNC(=O)c1sc2ncn(CC(=O)N3CCCC3)c(=O)c2c1C,0.9,0.1,11,1
COc1ccc(N2CCN(CCNC(=O)NC3CC(=O)N(c4ccccc4)C3)CC2)cc1 (stereo not drawn),0.2,0.1,-7,-8
NS(=O)(=O)c1ccc(NC(=O)COC(=O)c2cc([N+](=O)[O-])ccc2Cl)cc1,-1.9,0.6,16,4
COc1cccc(N2CC(C(=O)N3CCC4(CC3)CC(=O)c3ccccc3O4)CC2=O)c1 (stereo not drawn),0.5,-0.1,-9,-4
CCc1cccc(CC)c1-n1c(CNC(=O)c2ccco2)nnc1SCC(=O)N1CCc2ccccc21,0.0,0.0,5,7
O=C(Nc1ccccc1C(=O)O)c1ccc(N2C(=O)c3ccc(Oc4ccc([N+](=O)[O-])cc4)cc3C2=O)cc1,-0.8,-0.2,-5,-5
O=c1[nH]c2ccccc2c2nc(-c3ccccc3)nn12,-1.0,-0.1,-11,-59
O=C(O)CNC(=O)/C=C\c1ccccc1,-0.5,-0.1,i,5
C=CCNC(=S)NNC(=O)CSCc1ccc(Cl)c(Cl)c1,-0.9,0.2,-8,5
CCC(=O)N1CCC(N(CCOC)S(=O)(=O)c2ccc(Cl)cc2)CC1,4.2,0.0,-2,-5
COc1cccc(NC(=O)c2cc(S(=O)(=O)N(C)Cc3ccccc3)ccc2F)c1,0.9,-0.2,-13,-15

Structural class, the entries above with a cyano group
smiles,GPR151 ag,FBW7 activator,MITF primary,TEAD-YAP block
COCCNC(=O)/C(C#N)=C/c1cn(C)c2ccccc12,-0.5,0.1,-4,-6
C=CCSC1=C(C#N)C2(CCCCC2)C(C#N)=C(N)N1,0.4,-0.1,5,2
N#Cc1c2n(c3c(Cl)ncnc13)CCCCC2,-0.4,0.1,5,10

Continued.
smiles,GPR151 ag,FBW7 activator,MITF primary,TEAD-YAP block
COc1ccc2nc(C)cc(Nc3ccc(NC(C)=O)cc3)c2c1,-0.4,-0.2,2,10
Cc1cc(NC(=O)c2cccc(S(=O)(=O)N3CCOCC3)c2)no1,0.0,-0.1,-7,-2
CCOCCCNc1c(C)c(C)nc2cc(-c3ccc(F)cc3)nn12,-0.7,0.7,4,-20
CC(=O)N1CCc2c(sc(NC(=O)c3ccc(Cl)s3)c2C(N)=O)C1,0.3,-0.1,-4,-20
COc1ccc(S(=O)(=O)NCC(c2ccc3c(c2)CCN3C)N2CCN(C)CC2)cc1C (stereo not drawn),2.2,-0.1,15,12
CNC(=O)CN(c1ccc(F)cc1)S(=O)(=O)c1cc(C)ccc1OC,-0.8,0.0,17,-5
CC(C)c1ccc(C2C(C#N)=C(N)C(C#N)(C#N)C3=CCN(C(C)C)CC32)cc1 (stereo not drawn),-1.0,-0.4,18,4
CCN(CC(=O)Nc1cccc(OC)c1)c1ncnc2sc(C)c(C)c12,0.7,0.1,-7,9
COc1cc(/C=N/N2C(=O)c3ccccc3C2=O)ccc1OCC(=O)N1C(C)CCCC1C (stereo not drawn),0.3,0.0,-5,2
Cc1ccc(CN(C)C(=O)CCCn2nnnc2CN2CCC(C)CC2)cc1,-1.0,0.2,22,1
CCc1cc(OCCCCNC)ccc1Cl,-0.5,-0.1,17,-11
CCOC(=O)c1ccc(NC(=S)Nc2ccc(C(=O)N3CCCC3)cc2)cc1,-0.6,0.3,21,1
COc1cc(C(=O)N=c2sc3cc(S(C)(=O)=O)ccc3n2C)cc(OC)c1OC,2.2,0.1,1,4
COc1ccc(Nc2nc3nonc3nc2Nc2ccc(OC)cc2)cc1,0.4,-0.1,-7,10
COCCOC(=O)C1=C(N)OC2=C(C(=O)CC(C)(C)C2)C1c1ccccc1[N+](=O)[O-] (stereo not drawn),-0.9,0.3,4,3
O=C(O)C(=O)NNc1ccccn1,-0.4,0.2,24,-3
Cc1ccc(-n2ncc3c2ncn2c(-c4ccncc4)nnc32)cc1,0.8,0.0,8,-4
O=c1cnnc(N/N=C/c2ccccc2Br)[nH]1,-0.7,-0.1,-13,-5
COc1cccc(CNC(=O)CCC2CCCN(C(=O)CN3CCCC3=O)C2)c1 (stereo not drawn),0.1,0.1,11,-4
Cc1cccn2c(CN(C)Cc3ccon3)c(C(=O)N(C)CCc3ccccc3)nc12,-0.3,-0.2,-4,8
Cc1cc(C(=O)NCc2ccc(Cl)cc2)no1,-0.8,0.1,-12,-6
Cc1cc(=O)n2c(n1)SCC2CC(=O)N1CCCCC1 (stereo not drawn),2.2,0.3,10,-1
Cc1ccc(NC(=O)c2cc(S(=O)(=O)NCc3ccco3)ccc2F)cc1,2.4,-0.1,12,-1
Cc1ccc(C(O)CN2C3=NCCCN3c3ccccc32)cc1 (stereo not drawn),0.3,0.1,15,0
CNC(=O)c1c(/N=C/c2ccccc2O)sc2c1CCCC2,0.6,0.4,24,-5
CCN(C(=O)Cn1ncc2c(=O)oc3ccccc3c21)c1cc(OC)ccc1OC,-1.0,0.3,14,13
CSc1ncc(/C=C2/C(=O)NC(=O)N(c3ccccc3F)C2=O)cn1,2.7,0.1,-14,7
Cc1ccc(C(=O)COC(=O)COc2ccc(C#N)cc2)cc1C,0.7,0.0,-2,12
CC(=O)Nc1cc2c(cc1NC(=O)c1cnccn1)OCCO2,-0.9,0.0,-1,3
COc1ccc(C2CC(c3ccc(OC)c(OC)c3)=NN2C(=O)CCC(=O)O)cc1 (stereo not drawn),-0.8,0.1,13,4
O=C(NC1CCCCC1)C(=O)N1CCN(c2ccccc2F)CC1,2.8,0.1,14,-5
COc1cc(NC(=O)c2ccc(N3CC4CC(C3)c3cccc(=O)n3C4)c(NC(=O)c3cccnc3)c2)cc(OC)c1OC (stereo not drawn),0.2,-0.1,-6,-3
Cc1ccc2onc(CNC(=O)N3CCCCCC3)c2c1,0.7,0.0,-7,-12

Arranged by formula weight (falling): four of the compounds above
smiles,GPR151 ag,FBW7 activator,MITF primary,TEAD-YAP block
COc1cc(NC(=O)c2ccc(N3CC4CC(C3)c3cccc(=O)n3C4)c(NC(=O)c3cccnc3)c2)cc(OC)c1OC (stereo not drawn),0.2,-0.1,-6,-3
CSc1ncc(/C=C2/C(=O)NC(=O)N(c3ccccc3F)C2=O)cn1,2.7,0.1,-14,7
O=C(NC1CCCCC1)C(=O)N1CCN(c2ccccc2F)CC1,2.8,0.1,14,-5
Cc1ccc(C(=O)COC(=O)COc2ccc(C#N)cc2)cc1C,0.7,0.0,-2,12
